Efflux pump inh: antifungal efflux pump inhibition, Nile Red retention | S. cerevisiae Candida pump triplex | inhibition, % at 10 µM | 0.44% of 330,000 active;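 active = plate passing quality check with inhibition over a set limit, or well fluorescence over plate mean plus 4 SD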;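 note: Nile Red retained in pooled yeast measured as flow cytometry median fluorescence; 0% = buffer negative control and 100% = Enniatin B positive control; higher means more Nile Red kept so more efflux inhibition; some compounds called inactive have numbers as strong as hits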
MEP2 TOR yeast: modulators of TOR pathway MEP2-GFP in S. cerevisiae; GFP response vs DMSO, % at 10 µM; AID 2016; S. cerevisiae MEP2-GFP strain, flow cytometry GFP, 3 h; 100% = DMSO control level; 0.51% of 330,000 active;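 active = GFP response versus DMSO above a set limit, roughly screen mean plus 3 SD, cut at about 180% in these data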;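 note: median GFP fluorescence of the barcode-gated MEP2-GFP cells per well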
CR mimetic SO: caloric restriction mimetics inhibiting age-related superoxide in yeast | AID 2690 | 0.18% of 330,000 active | superoxide response (% of plate mean), % at 10 µM | S. cerevisiae aged cells, superoxide DHE fluorescence; stronger effect = lower value;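 active = superoxide response under a set limit, about three screen SD below normal, cut at about 65% in these data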;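 note: yeast aged for seven days with compound at 30 °C before DHE staining; 100% = average MFI of all compound-treated wells on the plate with controls excluded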
RPL19A TOR yeast: modulators of TOR pathway RPL19A-GFP in S. cerevisiae. S. cerevisiae RPL19A-GFP strain, flow cytometry, 3 h; stronger effect = lower value. 0.3% of 330,000 active. percent response vs DMSO, % at 10 µM;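 active = percent response vs DMSO below 50%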;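 note: median channel GFP fluorescence of the barcoded RPL19A-GFP strain; ratio of sample median GFP to plate DMSO average so 100% = DMSO; lower means less RPL19A-GFP as with rapamycin TOR inhibition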
LAP4-GFP MLPCN: alters LAP4-GFP fluorescence in TOR pathway yeast screen; S. cerevisiae LAP4-GFP multiplex, flow cytometry GFP, 3 h; median GFP as percent of DMSO wells; GFP response vs DMSO, % at 10 µM; 0.34% of 320,000 active;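 active = GFP response vs DMSO above a set limit, about the screen mean plus 3 SD, cut at about 150% in these data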
CIT2-GFP yeast: yeast TOR pathway CIT2-GFP modulation. S. cerevisiae CIT2-GFP strain, flow cytometry, 3 h; 100 means same as DMSO wells. GFP response vs DMSO, % at 10 µM. 0.065% of 320,000 active. AID 2029;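 active = GFP response relative to DMSO above a set limit, near the screen mean plus 3 SD, cut at about 150% in these data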;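 note: ratio of well median GFP fluorescence to mean of DMSO wells on the plate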
AGP1-GFP MLPCN: yeast TOR pathway AGP1-GFP modulation. S. cerevisiae AGP1-GFP multiplex flow cytometry, 3 h; GFP as percent of DMSO wells. GFP response vs DMSO, % at 10 µM. 0.02% of 320,000 active. AID 2066;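 active = GFP response relative to DMSO above a set limit, near screen average plus 3 SD, cut at about 150% in these data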;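 note: median GFP channel fluorescence of the gated AGP1 strain per well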
AHR act: activators of human aryl hydrocarbon receptor; activation, % at 5 µM; P35869; 2.5% of 320,000 active; AHR-responsive luciferase reporter cells, luminescence; in the data active = activation above about 47%;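 note: 0% = vehicle wells and 100% = reference agonist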
Target sequence (P35869 whole entry, looked up): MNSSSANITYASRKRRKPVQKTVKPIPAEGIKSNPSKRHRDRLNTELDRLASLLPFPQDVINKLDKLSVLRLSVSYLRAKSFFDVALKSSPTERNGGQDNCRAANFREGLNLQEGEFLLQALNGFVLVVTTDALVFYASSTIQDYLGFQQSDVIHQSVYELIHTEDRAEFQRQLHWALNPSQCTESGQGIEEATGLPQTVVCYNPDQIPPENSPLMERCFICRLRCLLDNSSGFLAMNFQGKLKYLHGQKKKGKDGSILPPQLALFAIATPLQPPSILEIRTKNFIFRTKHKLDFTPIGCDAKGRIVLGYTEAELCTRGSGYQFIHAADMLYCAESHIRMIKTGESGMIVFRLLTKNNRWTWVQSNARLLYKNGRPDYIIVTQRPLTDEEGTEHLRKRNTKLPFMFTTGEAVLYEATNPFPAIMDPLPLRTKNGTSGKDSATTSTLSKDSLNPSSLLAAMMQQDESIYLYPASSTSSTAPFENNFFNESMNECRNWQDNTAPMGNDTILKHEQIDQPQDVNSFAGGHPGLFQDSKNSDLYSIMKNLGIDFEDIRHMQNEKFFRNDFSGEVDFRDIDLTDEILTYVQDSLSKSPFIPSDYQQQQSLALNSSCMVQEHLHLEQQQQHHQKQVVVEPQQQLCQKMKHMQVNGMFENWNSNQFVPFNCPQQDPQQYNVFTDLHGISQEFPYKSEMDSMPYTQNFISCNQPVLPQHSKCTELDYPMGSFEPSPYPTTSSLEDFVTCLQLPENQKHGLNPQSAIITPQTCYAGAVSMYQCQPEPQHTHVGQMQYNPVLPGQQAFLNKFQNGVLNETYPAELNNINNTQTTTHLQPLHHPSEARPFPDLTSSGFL
An asterisk follows results filed as active; . = no result given.

Key to letters: A = Efflux pump inh; B = MEP2 TOR yeast; C = CR mimetic SO; D = RPL19A TOR yeast; E = LAP4-GFP MLPCN; F = CIT2-GFP yeast; G = AGP1-GFP MLPCN; H = AHR act
O=C(CSC1=NCCS1)Nc1cccc(F)c1
  A = 0.1	B = 105	C = 93	D = 102	E = 104	F = 97	G = 97	H = -1
Cc1ccc(C(=O)NC(C)c2ccc(-n3ccnc3)cc2)cc1 (configuration not stated)
  A = 0.0	B = 107	C = 90	D = 102	E = 90	F = 97	G = 96	H = 11
N#Cc1ccc(Nc2nc(-c3ccc(O)cc3O)cs2)cc1C(F)(F)F
  A = -0.2	B = 106	C = 100	D = 101	E = 118	F = 103	G = 109	H = 7
CN(C)S(=O)(=O)N1CCN(S(=O)(=O)N2CCOCC2)CC1
  A = -0.1	B = 98	C = 111	D = 101	E = 95	F = 88	G = 96	H = -1
Cc1cc(C)nc(NN2C(=O)/C(=C/c3ccc(O)cc3)SC2=S)n1
  A = 0.1	B = 113	C = 89	D = 105	E = 112	F = 108	G = .	H = 2
CC1(C)C(=O)Nc2ccccc2N1C(=O)COC(=O)CNS(=O)(=O)c1ccc(F)c(F)c1F
  A = -0.1	B = 102	C = 91	D = 103	E = 114	F = 99	G = 103	H = -1
COc1ccc(-n2c(SCC(=O)NCC3CCCO3)nc3c(c2=O)SCC3)cc1OC (configuration not stated)
  A = 0.2	B = 80	C = 95	D = 91	E = 67	F = .	G = 87	H = -2
O=C(N/N=C/C1CCCCC1)c1cc(Cl)ccc1O
  A = -0.1	B = 103	C = 96	D = 102	E = 98	F = 102	G = 106	H = 17
COC(=O)C1(S(=O)(=O)C2(C(=O)OC)CCCC2)CCCC1
  A = 0.0	B = 107	C = 74	D = 98	E = 97	F = 110	G = 106	H = 0
CSc1ccccc1NC(=O)Nc1cccc(Cl)c1
  A = 0.0	B = 104	C = 85	D = 104	E = 101	F = 116	G = .	H = 22
CCCCSc1nc2[nH]ncc2c(=O)[nH]1
  A = -0.1	B = 105	C = 94	D = 100	E = 94	F = 111	G = 100	H = 7
O=C(COC(=O)c1ccc(Br)cc1)NCCN1C(=O)CSC1=O
  A = -0.2	B = 106	C = 114	D = 103	E = 99	F = 93	G = 102	H = 1
CCOc1ccccc1NC(=O)CCC(=O)Nc1ccccc1OCC
  A = -0.1	B = 96	C = 103	D = 95	E = 91	F = 89	G = 97	H = 14
CCSc1nsc(NC(=O)Nc2ccc(F)cc2F)n1
  A = 0.3	B = 98	C = 106	D = 100	E = 91	F = 93	G = 95	H = 15
CCOc1ccc(N(CC(=O)Nc2ccccc2OC)S(C)(=O)=O)cc1
  A = -0.1	B = 94	C = 98	D = 91	E = 86	F = 98	G = 91	H = 0

Next part:
Key to letters: A = Efflux pump inh; B = MEP2 TOR yeast; C = CR mimetic SO; D = RPL19A TOR yeast; E = LAP4-GFP MLPCN; F = CIT2-GFP yeast; G = AGP1-GFP MLPCN; H = AHR act
CCOC(=O)c1c(C)n(OCc2ccccc2)c2ccc3nonc3c12
  A = 0.0	B = 105	C = 95	D = 97	E = 106	F = 97	G = 100	H = 4
CCOC(=O)C(=CNc1cc(C)ccn1)C(=O)OCC
  A = -0.1	B = 88	C = 90	D = 101	E = 93	F = 93	G = 91	H = 8
CCn1c(SCC(=O)NNC(=O)Cc2ccccc2)nnc1-c1ccccc1
  A = -0.1	B = 107	C = 100	D = 101	E = 102	F = 105	G = 116	H = -1
CCn1c(SCC(=O)Nc2oc(C)c3c(C)n[nH]c(=O)c23)nc2sc(C)c(C)c2c1=O
  A = -0.2	B = 103	C = 92	D = 94	E = 99	F = 95	G = 108	H = 10
CN(C(=O)c1ccc(NC(=O)Cc2cccc(NC(=O)C3CCCN(C(=O)C4CC4)C3)c2)cc1)C1CCCC1 (configuration not stated)
  A = -0.4	B = 101	C = 110	D = 99	E = 106	F = 99	G = 101	H = 1
Nc1cccc(C(=O)Nc2ccccc2Cl)c1
  A = 0.0	B = 103	C = 92	D = 94	E = 92	F = 92	G = 95	H = -1
CC1CCCC(NC(=O)C2CCC(CNc3c(N4CCCC4)c(=O)c3=O)CC2)C1C (configuration not stated)
  A = -0.1	B = 102	C = 78	D = 96	E = 112	F = 99	G = 101	H = -2
Cc1ccc(CN2CCc3[nH]c(=O)[nH]c(=O)c3C2)cc1
  A = 0.5	B = 104	C = 121	D = 97	E = 103	F = 91	G = 96	H = 6
Cc1cc(C)n(C(=O)c2sc3cc(F)ccc3c2Cl)n1
  A = -0.1	B = 101	C = 93	D = 108	E = 99	F = 106	G = 100	H = -2
Fc1ccc(N2CCN(Cc3ccccn3)CC2)cc1
  A = -0.1	B = 98	C = 96	D = 92	E = 108	F = 99	G = 93	H = 1
Cc1ccc(CNC(=O)Cn2cnc(S(=O)(=O)N3CCCCC3)c2)o1
  A = -0.1	B = 95	C = 84	D = 96	E = 88	F = 103	G = 97	H = -1
CN(c1ccccc1C(=O)Nc1ccccc1C(=O)NCc1ccco1)S(C)(=O)=O
  A = -0.4	B = 99	C = 100	D = 99	E = 93	F = 97	G = 106	H = -1
O=C(CN(C1CCCCC1)S(=O)(=O)c1ccc(Cl)cc1)NCCCO
  A = 0.1	B = 123	C = 93	D = 98	E = 104	F = 110	G = 103	H = -1
Cc1noc(C)c1NC(=O)Nc1cccc2c1O[C@H](CN(C)S(=O)(=O)c1c(C)noc1C)[C@@H](C)CN([C@H](C)CO)C2=O
  A = -0.2	B = 98	C = 92	D = 92	E = 98	F = 95	G = 90	H = 2
Cc1cc(NC(=O)CSCC(=O)N(C)Cc2cccc(Cl)c2)no1
  A = 0.1	B = 100	C = 122	D = 98	E = 95	F = 91	G = 98	H = 1

Next part:
Key to letters: A = Efflux pump inh; B = MEP2 TOR yeast; C = CR mimetic SO; D = RPL19A TOR yeast; E = LAP4-GFP MLPCN; F = CIT2-GFP yeast; G = AGP1-GFP MLPCN; H = AHR act
C=C(C)CNc1cc(S(=O)(=O)N2CCOCC2)ccc1Oc1ccccc1
  A = 0.6	B = 94	C = 115	D = 96	E = 95	F = 87	G = 96	H = 0
Cc1cccc(NS(=O)(=O)c2ccc(C(=O)N3CCCC3)cc2)c1C
  A = 0.0	B = 99	C = 101	D = 96	E = 103	F = 94	G = 103	H = -1
C/C(=N/NC(=O)CNC(=O)c1cccnc1)c1ccc([N+](=O)[O-])cc1
  A = 0.1	B = 105	C = 110	D = 97	E = 100	F = 91	G = 97	H = 13
Cc1cc(C)c(NC(=O)CNC(=O)c2cc(C3CC3)nn2-c2ccccc2)c(C)c1
  A = -0.1	B = 113	C = 104	D = 111	E = 110	F = 103	G = 112	H = 0
O=C(CC(Nc1ccccc1)C(=O)O)c1ccccc1 (configuration not stated)
  A = 0.0	B = 97	C = 95	D = 99	E = 120	F = 89	G = 98	H = 2
COc1ccc(OC)c(NC(=O)CCN2CCN(c3ccccc3)CC2)c1
  A = 0.0	B = 96	C = 96	D = 96	E = 94	F = 95	G = 97	H = 6
N/C(=N\NS(=O)(=O)c1ccccc1)c1ccccn1
  A = 0.3	B = 86	C = 102	D = 95	E = 101	F = 81	G = 97	H = 6
COc1ccccc1OCC(=O)NCCSCc1ccccc1Cl
  A = 0.0	B = 101	C = 92	D = 96	E = 94	F = 94	G = 93	H = 4
COC(=O)c1ccc2c(=O)[nH]c(CSc3nc(-c4ccc(F)cc4)cs3)nc2c1
  A = 0.1	B = 107	C = 110	D = 102	E = 95	F = 106	G = 99	H = 2
COc1ccccc1NCC(=O)NC(=O)NC1CCCCC1
  A = 0.0	B = 100	C = 125	D = 99	E = 94	F = 98	G = 95	H = 11
CCN(CC)S(=O)(=O)c1cccc(NC(=O)COC(=O)/C=C/c2cccs2)c1
  A = 0.1	B = 94	C = 98	D = 100	E = 112	F = 108	G = 109	H = 0
COc1ccc(CNC(=O)C/C(C)=N/NC(=O)c2ccc([N+](=O)[O-])cc2Cl)cc1
  A = 0.0	B = 127	C = 102	D = 103	E = 109	F = 109	G = 105	H = 3
COCCn1nnnc1C(c1ccccc1OC)N1CCN(C(=O)c2ccco2)CC1 (configuration not stated)
  A = -0.1	B = 87	C = 93	D = 93	E = 90	F = 95	G = 97	H = 1
CCCCN(C(=O)CN1C(=O)C2CC=CCC2C1=O)c1c(N)n(CCC)c(=O)[nH]c1=O (configuration not stated)
  A = -0.2	B = 99	C = 100	D = 106	E = 96	F = 100	G = 109	H = 1
Cc1ccccc1NC(=O)COc1coc(CN2CCN(Cc3ccccc3)CC2)cc1=O
  A = 0.1	B = 112	C = 99	D = 104	E = 113	F = 101	G = 109	H = 4

Carrying on.
Key to letters: A = Efflux pump inh; B = MEP2 TOR yeast; C = CR mimetic SO; D = RPL19A TOR yeast; E = LAP4-GFP MLPCN; F = CIT2-GFP yeast; G = AGP1-GFP MLPCN; H = AHR act
Cc1ccccc1C(=O)Nc1ccc(S(=O)(=O)N2CCOCC2)cc1
  A = -0.1	B = 104	C = 86	D = 102	E = 106	F = 96	G = 99	H = -1
COC(=O)CCN(C)CCC(=O)OC
  A = -0.1	B = 99	C = 110	D = 97	E = 103	F = 109	G = 102	H = 3
Cc1ccc2nc(-c3ccccn3)cc(C(=O)Nc3ccc(S(=O)(=O)N4CCOCC4)cc3)c2c1
  A = 0.0	B = 101	C = 104	D = 95	E = 102	F = 97	G = 95	H = -2
O=C(NCc1ccccn1)c1ccc(N2CCCC2=O)cc1
  A = 0.0	B = 112	C = 103	D = 96	E = 106	F = 98	G = 100	H = 6
CCOCCn1c(=O)c2c(nc3n2CCCN3Cc2ccccc2)n(C)c1=O
  A = -0.1	B = 106	C = 96	D = 104	E = 104	F = 108	G = 108	H = 6
Cc1cc(NC(=O)c2c(Cl)cccc2Cl)no1
  A = 0.0	B = 94	C = 93	D = 99	E = 99	F = 89	G = 100	H = 1
CCS(=O)(=O)c1nc(S(=O)(=O)c2ccc(C)cc2)c(N2CCCC2)s1
  A = 0.3	B = 115	C = 92	D = 109	E = 109	F = 103	G = 108	H = 0

Already shown: an excerpt of the list.
Key to letters: A = Efflux pump inh; B = MEP2 TOR yeast; C = CR mimetic SO; D = RPL19A TOR yeast; E = LAP4-GFP MLPCN; F = CIT2-GFP yeast; G = AGP1-GFP MLPCN; H = AHR act
Cc1cc(NC(=O)c2c(Cl)cccc2Cl)no1
  A = 0.0	B = 94	C = 93	D = 99	E = 99	F = 89	G = 100	H = 1
CCS(=O)(=O)c1nc(S(=O)(=O)c2ccc(C)cc2)c(N2CCCC2)s1
  A = 0.3	B = 115	C = 92	D = 109	E = 109	F = 103	G = 108	H = 0

Of the compounds above, these have fluorine:
Key to letters: A = Efflux pump inh; B = MEP2 TOR yeast; C = CR mimetic SO; D = RPL19A TOR yeast; E = LAP4-GFP MLPCN; F = CIT2-GFP yeast; G = AGP1-GFP MLPCN; H = AHR act
O=C(CSC1=NCCS1)Nc1cccc(F)c1
  A = 0.1	B = 105	C = 93	D = 102	E = 104	F = 97	G = 97	H = -1
N#Cc1ccc(Nc2nc(-c3ccc(O)cc3O)cs2)cc1C(F)(F)F
  A = -0.2	B = 106	C = 100	D = 101	E = 118	F = 103	G = 109	H = 7
CC1(C)C(=O)Nc2ccccc2N1C(=O)COC(=O)CNS(=O)(=O)c1ccc(F)c(F)c1F
  A = -0.1	B = 102	C = 91	D = 103	E = 114	F = 99	G = 103	H = -1
CCSc1nsc(NC(=O)Nc2ccc(F)cc2F)n1
  A = 0.3	B = 98	C = 106	D = 100	E = 91	F = 93	G = 95	H = 15
Cc1cc(C)n(C(=O)c2sc3cc(F)ccc3c2Cl)n1
  A = -0.1	B = 101	C = 93	D = 108	E = 99	F = 106	G = 100	H = -2
Fc1ccc(N2CCN(Cc3ccccn3)CC2)cc1
  A = -0.1	B = 98	C = 96	D = 92	E = 108	F = 99	G = 93	H = 1
COC(=O)c1ccc2c(=O)[nH]c(CSc3nc(-c4ccc(F)cc4)cs3)nc2c1
  A = 0.1	B = 107	C = 110	D = 102	E = 95	F = 106	G = 99	H = 2

Bioassay records (PubChem)
